From PubChem
Hsp90 inh – displaces geldanamycin probe from tumor Hsp90 | P07900 | NCI-N417 lysate Hsp90, Cy3B-geldanamycin FP displacement | inhibition, % at 30 µM | AID 429 | hit rate 0.35% among 64,000;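 active = inhibition above 50%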;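 note: 0% = tracer plus lysate wells and 100% = tracer alone without lysate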
C1s inh – human complement C1s inhibition; hit rate 0.16% among 62,000; mean inhibition % of two 10-compound mixtures (stronger effect = higher value), % at 5 µM (by protocol); purified C1s, fluorogenic AMC substrate, pooled mixtures; P09871;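 active = inhibition above 20% in each of the two 10-compound mixture wells holding the compound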;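 note: 0% = enzyme wells lacking compound mixture and 100% = no-enzyme blank wells; some compounds called inactive have numbers as strong as hits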
FXIIa inh mix – blocks human factor XIIa in pooled compound mixtures. purified FXIIa, fluorogenic substrate. inhibition, % at 5 µM. AID 684. hit rate 0.2% among 62,000;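 note: 0% = enzyme without compound and 100% = no enzyme blank; some results filed as inactive read as strong as hits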
Cdc25B inh – human M-phase inducer phosphatase 2 inhibition | recombinant Cdc25B, OMFP fluorescence Ex485/Em525 | inhibition, %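 (compounds tested at 10 µM final in the well)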 | hit rate 0.1% among 65,000 | AID 368; in the data active = inhibition above about 50%
Target sequence (P30305 whole entry, looked up): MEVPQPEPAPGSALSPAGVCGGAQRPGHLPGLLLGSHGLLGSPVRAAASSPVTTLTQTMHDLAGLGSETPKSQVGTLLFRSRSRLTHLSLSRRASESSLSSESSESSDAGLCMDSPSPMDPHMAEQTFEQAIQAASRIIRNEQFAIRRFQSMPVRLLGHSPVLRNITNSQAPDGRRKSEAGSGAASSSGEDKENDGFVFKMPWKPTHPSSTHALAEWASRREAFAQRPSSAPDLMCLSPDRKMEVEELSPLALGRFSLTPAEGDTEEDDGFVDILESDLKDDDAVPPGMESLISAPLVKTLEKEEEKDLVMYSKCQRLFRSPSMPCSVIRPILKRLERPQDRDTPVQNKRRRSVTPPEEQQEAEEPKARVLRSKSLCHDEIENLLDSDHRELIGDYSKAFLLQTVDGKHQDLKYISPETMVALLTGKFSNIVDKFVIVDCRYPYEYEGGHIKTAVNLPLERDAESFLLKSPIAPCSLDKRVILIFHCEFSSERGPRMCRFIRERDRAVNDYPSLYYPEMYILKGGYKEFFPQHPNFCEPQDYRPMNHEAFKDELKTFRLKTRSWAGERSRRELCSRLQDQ
CatL block – inhibitors of human cathepsin L; P07711; purified cathepsin L, fluorogenic substrate, fluorescence; inhibition, %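 (tested at 10 µM)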; hit rate 0.17% among 58,000; in the data active = inhibition above about 45%;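 note: 0% = enzyme with no compound and 100% = no enzyme blank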
HTR1A agonist – activates the human 5-HT1a serotonin receptor | P08908 | CHO 5-HT1a Ga15 NFAT-bla reporter, FRET ratio; 0% basal, 100% maximal reference agonist | activation, % at 10 µM | hit rate 0.56% among 65,000 | AID 567;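 active = activation above the screen-wide mean activation plus 3 SD, cut at about 19% in these data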;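 note: 0% = DMSO wells and 100% = 5-CT at EC100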
Cathepsin G inh – inhibitors of human cathepsin G; hit rate 0.2% among 62,000; AID 581; purified enzyme, AMC-tetrapeptide fluorescence, pooled mixtures; inhibition, % at 5 µM (by protocol);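 active = inhibition above 20% in each of the two mixture wells holding the compound; inactive = inhibition of 20% or less in either well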;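 note: 0% = enzyme control without mixture and 100% = blank lacking enzyme; strong numbers were not always called active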
FXIa inh mix – factor XIa (human) inhibition, mixture screen | P03951 | purified FXIa, fluorogenic substrate, pooled mixtures | inhibition, % at 5 µM | hit rate 0.19% among 62,000 | AID 680;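 note: each value is inhibition by a whole ten-compound pool holding the compound; 0% = enzyme with no mixture and 100% = wells lacking enzyme; strong numbers were not always called active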
MKP-1 inh – human dual specificity phosphatase 1 inhibition; recombinant MKP-1, OMFP hydrolysis fluorescence; AID 374; hit rate 0.15% among 65,000; inhibition, %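 (compounds tested at a single concentration somewhere between 10 and 100 µM)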;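 active = inhibition above about 50%, limit read from the data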;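 note: 0% = DMSO max control wells and 100% = wells with enzyme stopped by NaOH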
Target sequence (P28562 whole entry, looked up): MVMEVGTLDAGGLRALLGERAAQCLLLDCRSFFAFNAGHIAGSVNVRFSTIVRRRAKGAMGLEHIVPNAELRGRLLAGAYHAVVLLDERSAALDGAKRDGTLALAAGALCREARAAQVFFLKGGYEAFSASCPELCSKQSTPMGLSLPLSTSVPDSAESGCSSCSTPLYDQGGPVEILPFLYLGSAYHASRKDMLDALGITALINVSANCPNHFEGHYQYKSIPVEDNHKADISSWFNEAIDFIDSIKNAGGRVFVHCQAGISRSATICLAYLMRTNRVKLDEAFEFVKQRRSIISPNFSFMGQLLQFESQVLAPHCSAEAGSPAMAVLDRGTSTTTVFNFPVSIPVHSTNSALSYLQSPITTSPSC
* hit, by the source's call; · = no result given. Cut-off read from the data, not from the text of the source, unless noted: active = inhibition above about 20% (passing the limit was not always enough); inactive = the rest.

SMILES	Hsp90 inh	C1s inh	FXIIa inh mix	Cdc25B inh	CatL block	HTR1A agonist	Cathepsin G inh	FXIa inh mix	MKP-1 inh
CCCCC(SCC(=O)Nc1ccccc1)C(=O)O (configuration not stated)	-3	-9	-21	-8	2	10	-2	32	11
CC1=C(C#N)C(C(F)(F)F)(C(F)(F)F)N=C(c2ccco2)N1	-5	-18	2	0	·	0.9	-3	7	0
COc1cc(S(=O)(=O)N(Cc2cccnc2)Cc2ccco2)ccc1-n1cnnn1	-2	14	-5	4	13	0.4	9	12	14
O=C(Nc1ccccc1C(=O)O)c1ccc2ccccc2n1	-6	-5	-17	-15	-4	-1.4	8	3	7
COc1ccccc1OCCOc1ccccc1/C=N/n1cnnc1	-1	-8	8	1	-1	-0.5	9	2	-1
CCN(CCCNC(=O)CCCCn1c(=O)[nH]c2ccccc2c1=O)c1ccccc1	2	-28	-1	-13	30	-0.4	6	-6	-3
COc1ccccc1-n1c(CNC(=O)c2ccco2)nnc1SCC(=O)Nc1ccc(F)cc1	-7	-2	3	6	-10	0.1	8	9	-1
N#C/C(C(=O)N1CCCCC1)=C1\Nc2ccccc2S1	2	-25	-15	22	4	-2.1	-1	14	-4
Cc1cccc(N2CCN(C(=O)Cn3nc(Cc4ccncc4)c4ccccc4c3=O)CC2)c1C	-4	-4	11	3	44	-1.6	-3	5	2
Cc1nnc(Oc2ccccc2)c2ccccc12	2	14	7	-9	2	3.3	11	0	-30
c1ccc(Cn2nnnc2C(c2ccncc2)N2CCOCC2)cc1 (configuration not stated)	-6	-4	-6	1	-12	-0.9	-2	-1	-10
O=C(Nc1nnc(-c2ccc3c(c2)CCCC3)o1)C1CCCCC1	-2	-2	-1	-19	11	1.5	13	-3	8
O=C(Cc1ccccc1)N(c1ccc(F)cc1)C1C=CS(=O)(=O)C1 (configuration not stated)	-4	21	2	-13	8	-1.9	11	10	5
O=C(O)CC(NC(=O)OCc1ccccc1)c1ccccc1 (configuration not stated)	1	5	-3	-1	1	-0.5	2	7	5
CCn1nnnc1SCC(=O)Nc1ccc(OCc2ccccc2)cc1	2	-31	-1	-15	21	0.5	-3	2	20

Overlap with the part before: four entries; new compounds follow.
SMILES	Hsp90 inh	C1s inh	FXIIa inh mix	Cdc25B inh	CatL block	HTR1A agonist	Cathepsin G inh	FXIa inh mix	MKP-1 inh
O=C(Nc1nnc(-c2ccc3c(c2)CCCC3)o1)C1CCCCC1	-2	-2	-1	-19	11	1.5	13	-3	8
O=C(Cc1ccccc1)N(c1ccc(F)cc1)C1C=CS(=O)(=O)C1 (configuration not stated)	-4	21	2	-13	8	-1.9	11	10	5
O=C(O)CC(NC(=O)OCc1ccccc1)c1ccccc1 (configuration not stated)	1	5	-3	-1	1	-0.5	2	7	5
CCn1nnnc1SCC(=O)Nc1ccc(OCc2ccccc2)cc1	2	-31	-1	-15	21	0.5	-3	2	20
CCc1ccc(NC(=O)CCn2c(=O)oc3ccccc32)cc1	2	8	-14	8	0	0.1	24	5	4
Oc1ccccc1C1=Nc2nc3ccccc3n2C(c2ccccc2)C1 (configuration not stated)	-3	3	0	17	1	0.0	3	1	-9
O=C(O)COc1ccc(Cl)cc1CO	-4	18	5	-14	-6	-1.8	11	7	-6
CCC(=O)Nc1cccc(NC(=O)CSc2nnc(C(C)C)n2CC)c1	3	-16	7	4	24	-2.1	0	6	1
O=C(c1cc2ccccn2n1)N1CCCC1	-2	-23	-20	-17	-6	-2.1	6	1	42
O=C(O)c1ccc(NS(=O)(=O)/C=C/c2ccccc2)cc1O	1	2	7	5	19	-0.9	8	4	-13
Cc1cc(NC(=O)CCC2CCCC2)no1	-13	5	9	-7	-8	0.7	0	9	6
C1CCC(OCCN2CCN(CCOC3CCCCC3)CC2)CC1	-2	4	1	-13	0	1.1	9	0	3
CCN1CCCC1CNC(=O)CSc1cc(=O)n(C)c2cc(Cl)ccc12 (configuration not stated)	-1	0	9	29	-7	0.6	9	-3	5
O=C(c1cccc2ccccc12)N1CCN(CC2CC=CCC2)CC1 (configuration not stated)	3	-1	11	-16	5	0.6	-5	0	18
CC(=O)Nc1ccc(S(=O)(=O)N2CCC(NC(=O)C(Cc3cccn3C)NC(C)=O)CC2)cc1 (configuration not stated)	-1	-101	8	-4	24	-0.3	-4	-24	18
COc1ccc(OC)c(S(=O)(=O)N2CCN(C)CC2)c1	-3	1	2	-12	3	-2.9	13	13	1
Cc1ccc(C)c(SCC(=O)Nc2nnc(-c3ccccc3)o2)c1	-1	23	1	-10	1	-4.7	3	6	-3
CCOC(=O)c1ccc2nc(NC(=O)c3cccs3)sc2c1	·	11	7	·	·	-1.5	7	9	·
Cc1ccc2c(c1)-c1c(ssc1=S)C(C)(C)N2C(=O)CSc1nncn1C	0	15	-16	-12	-11	-3.3	11	2	15
O=C(NCc1ccco1)c1cnn2c1NC(c1ccc(Br)cc1)CC2C(F)(F)F (configuration not stated)	0	14	1	-5	21	0.1	-8	0	18
O=S(=O)(NC1CC2CCC1C2)c1ccc(Br)s1 (configuration not stated)	-1	1	-10	1	0	-0.8	0	8	30
Cn1c(=O)c2cc(S(=O)(=O)NC(C(=O)NCc3cccnc3)c3ccccc3)ccc2n(C)c1=O (configuration not stated)	10	11	-10	-13	·	-0.1	11	0	5
N#Cc1ccc(-c2csc(NC(=O)C3CC3)n2)cc1	-3	4	6	-11	12	-1.1	8	0	-7
CCOC(=O)CNC(=O)CSc1ncnc2c1cnn2Cc1ccccc1	1	5	8	9	4	-2.6	6	4	0
CC(=O)N=c1sc(C(C)(C)C)c(C)n1C	-3	5	-5	-18	6	-0.6	11	-3	1
COc1cc(C2CC(=O)c3cnc(NC(=O)COc4ccccc4)nc3C2)cc(OC)c1OC (configuration not stated)	-9	1	30	6	4	0.6	0	2	-2
N#Cc1ccc(CSc2nnc(NC(=O)CN3C(=O)C4CC=CCC4C3=O)s2)cc1 (configuration not stated)	-1	2	4	4	-4	-0.5	-2	6	5
O=C(Nc1ccccn1)N1CCOCC1	6	15	6	-6	6	2.9	7	0	1
O=C1CN(c2ccccc2Cl)C(=O)CN1c1ccccc1Cl	2	-1	7	-3	-8	0.6	1	2	-2
CC(=O)c1cnc(Nc2nc(C)c3ccccc3n2)nc1C	-5	18	4	-5	-5	-1.5	13	4	0
CCCSc1oc(-c2ccco2)nc1S(=O)(=O)c1ccccc1	-11	0	-5	-12	-2	-0.3	1	5	4
CCOC(=O)CC1C(=O)NCCN1Cc1cccc(OC)c1 (configuration not stated)	-2	9	-1	1	·	-1.9	9	5	-7
COc1ccc(OC)c(C(=O)CSc2nnc(-c3cccs3)o2)c1	0	-4	-16	7	-6	-1.1	0	23	-14
Cc1ccc(S(=O)(=O)N2CCOCC2)cc1C(=O)NCc1ccco1	-4	4	1	0	5	-0.1	9	3	6
COc1ccc(NC(C)=O)cc1NC(=O)CN1CCN(C2c3ccccc3-c3ccccc32)CC1	-4	-14	16	1	-2	10	26	9	31
Cn1c(=O)[nH]c(=O)c2c1nc(N1CCN(c3ccccc3)CC1)n2CCSc1ncccn1	0	-100	-1	-6	21	-0.1	0	-13	9
COc1ccccc1OCc1nc2ccccc2[nH]1	1	-2	9	5	18	-0.6	3	2	-2
O=C(c1cccs1)N1CCC(N2CCN(c3ccccc3)CC2)CC1	-2	·	·	-1	-4	-1.4	·	·	-17
COc1ccc(C2C(C(C)=O)=C(C)Nc3ncnn32)cc1OC (configuration not stated)	-4	-23	1	-2	-1	-3.6	-11	-4	-3
CN1CCN(C(=O)c2ccc(COc3ccc(Cl)cc3Cl)cc2)CC1	-1	22	1	-7	1	-0.6	8	9	10
CN1CCN(c2ccccc2NC(=O)c2cc(Br)ccc2Cl)CC1	1	-1	-1	-3	4	0.8	-6	0	1
Cn1c(=O)c2c(nc(CN3CCC(C(N)=O)CC3)n2CCc2ccccc2)n(C)c1=O	-2	-61	-18	4	18	-0.5	-16	-6	-11
CCC(=O)OCCn1c(=O)c2cc3c(=O)n(CCOC(=O)CC)c(=O)c3cc2c1=O	-3	-11	-15	-10	0	-0.3	7	-7	-4
CC1(C)SC2c3ccccc3C(=O)N2[C@@H]1C(=O)NCc1ccco1 (some centres not stated)	-3	-85	7	3	3	0.5	-16	-21	-12
N#CC(C(=O)NCc1ccco1)c1nc2ccccc2nc1N1CCOCC1 (configuration not stated)	5	8	6	1	-3	-1.3	-3	8	0
COC(=O)c1ccccc1NC(=O)C1CCCCC1C(=O)O (configuration not stated)	-2	-4	4	-9	-2	1.0	1	0	-8
CCC1CCCCN1CCCNC(=O)COc1cc(=O)n(C)c2ccccc12 (configuration not stated)	0	-21	5	-7	-1	-1.6	-8	3	25
CSc1nc2ccccc2n1CC(=O)Nc1ccccc1	2	-15	-16	-16	5	-1.0	-2	-4	4
Cc1ccc(-c2noc(CNCCCN(C)C)n2)cc1	-5	9	13	-1	26	-0.3	-2	3	14
CCOC(=O)CSc1nc2ccccc2n1C(=O)OCC	-48	-13	9	-1	17	0.3	6	-3	-6
Cc1noc(/C=C/N(C)C)c1S(=O)(=O)N1CCCC(C(=O)NCCC2=CCCCC2)C1 (configuration not stated)	-2	3	13	-1	-1	-2.4	6	7	0
O=P1(O)C=C(c2ccccc2)NC(c2ccccc2)=C1	-3	10	1	-6	-1	-2.8	8	13	-2
O=C(O)CCCC(=O)Nc1cccc(C(F)(F)F)c1	2	3	8	4	0	0.4	11	1	10
O=C1c2ccncc2C(=O)N1CO	-2	3	-9	1	23	-1.7	9	7	0
Cc1cc(NC(CC(C)C)C(=O)O)nc(Cc2ccccc2)n1 (configuration not stated)	0	·	·	4	1	-0.2	·	·	-2
CCOc1ccc(C(C)C)cc1S(=O)(=O)n1nc(C)cc1C	4	5	0	-21	-3	-0.8	1	5	24
CCC(C)NC(=O)C1CC(c2ccc(OC)cc2)=NO1 (configuration not stated)	-2	8	-6	-5	-8	-2.5	5	30	6
CCc1ccc(-n2c(O)cnc2Nc2nc(C)cc(C)n2)cc1	0	2	5	-3	-10	-2.6	7	8	-8
CCOC(=O)N1CCN(C(=O)Cc2ccsc2)CC1	-3	-25	5	-8	14	-2.6	-1	2	2
O=C(COc1ccc(S(=O)(=O)N2CCCC2)cc1Cl)NC1CC1	-7	7	-11	-1	-6	0.5	10	8	-27
COc1cc(NC(=O)c2ccccc2)c(OC)cc1NC(=O)CN1CCOCC1	27	-20	7	-6	1	-2.4	-1	3	-13
COCCCn1c(SCC(=O)N2CC(=O)Nc3ccccc32)nnc1-c1ccoc1C	-1	-5	-26	-5	4	-2.1	-4	0	-32
Cc1cc(=O)n2nc(N3CCC(C(=O)NC4CCCc5ccccc54)CC3)sc2n1 (configuration not stated)	-4	-5	8	-8	-5	-2.6	-5	6	7
Cc1cccc(NC(=O)c2ccccc2O)c1C	-3	14	3	-9	14	·	6	6	-12
Next part:
SMILES	Hsp90 inh	C1s inh	FXIIa inh mix	Cdc25B inh	CatL block	HTR1A agonist	Cathepsin G inh	FXIa inh mix	MKP-1 inh
CCN(CC)C(=O)Cn1nc(-c2ccccc2O)nc1SCC(=O)Nc1ccc(OC)cc1	-2	12	2	-11	-1	2.1	10	5	7
NC(=O)CSc1nnc(-c2ccc(S(=O)(=O)N3CCCC3)cc2)n1CC1CCCO1 (configuration not stated)	1	2	3	-3	9	-1.5	-5	0	-18
CCc1c(C)nc(SCC(=O)c2ccc(C)c(C)c2)[nH]c1=O	-1	5	3	1	11	-2.7	4	-3	19
COc1ccc(-c2nc3c(n2O)CCCC3=O)cc1OC	5	-50	-22	2	-5	-0.7	-12	-8	21
CCOC(=O)c1c(C)n(C)c2ccc(OC)c(NC(=O)CCN3CCSCC3)c12	-3	-6	2	4	5	1.3	8	7	-8
CS(=O)c1nc(-c2ccc(Br)cc2)cc(-c2ccccc2)c1C#N (configuration not stated)	-5	10	2	3	3	-5.8	6	7	-16
